# Source: PubChem (Broad Institute)
# PvdQ inh = blocks Pseudomonas aeruginosa PvdQ acylase activity. purified PvdQ acylase, fluorescence plate reader. inhibition, % at 10 µM. actives 0.063% (n = 340,000). AID 488965; in the data active means inhibition above about 30%, passing the limit was not always enough;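 further: 0% = vehicle neutral wells and 100% = reference inhibitor wells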
# CAL PDZ FP-1 = inhibitors of human CAL PDZ peptide binding | Q9HD26 | purified CAL PDZ, TMR-peptide fluorescence polarization, 1 h | inhibition, % at 24.9 µM | actives 0.92% (n = 300,000) | AID 602252;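 active means mean inhibition of at least 30% with at least half of replicates also reaching 30%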;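 further: 0% = DMSO neutral control and 100% = excess unlabeled competitor peptide PRC23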
# MITF act = activators of MITF-driven TRPM1 promoter activity in SK-MEL-5 cells; activation, % at 12.5 µM; actives 0.75% (n = 300,000); AID 588334; SK-MEL-5 TRPM1-promoter luciferase, 24 h; % of positive control, neutral wells = 0;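 active means mean activation of at least 80% with every replicate also reaching 80%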;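 further: 0% = neutral control wells and 100% = parthenolide positive control wells; values of inactives mirror those of a sister screen read the other way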
# SR-BI DiI inh = mouse SR-BI HDL lipid transfer inhibition; Q61009; ldlA[mSR-BI] CHO cells, DiI-HDL uptake fluorescence, 3 h; inhibition, % at 12.5 µM; actives 0.96% (n = 320,000); AID 488896;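 active means mean replicate inhibition of at least 70% and a set share of replicates each scoring 70 or more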;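 further: 0% = median of neutral control wells and 100% = median of positive control wells; values of inactives mirror those of a sister screen read the other way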
# Target sequence (Q61009 whole entry, looked up): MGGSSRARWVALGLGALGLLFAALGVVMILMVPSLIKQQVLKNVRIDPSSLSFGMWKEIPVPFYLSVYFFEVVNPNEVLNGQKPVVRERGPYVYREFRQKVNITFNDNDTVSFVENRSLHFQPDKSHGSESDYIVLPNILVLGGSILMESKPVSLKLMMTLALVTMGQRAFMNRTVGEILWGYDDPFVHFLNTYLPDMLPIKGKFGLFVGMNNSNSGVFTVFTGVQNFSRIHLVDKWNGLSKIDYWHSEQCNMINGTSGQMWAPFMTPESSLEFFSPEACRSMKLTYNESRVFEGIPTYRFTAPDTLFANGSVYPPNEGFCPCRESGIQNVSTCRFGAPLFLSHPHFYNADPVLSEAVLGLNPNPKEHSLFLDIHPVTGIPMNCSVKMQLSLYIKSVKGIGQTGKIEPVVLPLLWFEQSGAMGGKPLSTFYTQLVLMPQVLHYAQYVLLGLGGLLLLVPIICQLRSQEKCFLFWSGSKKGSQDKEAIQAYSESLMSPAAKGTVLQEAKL
# dFosB act = mouse delta FosB homodimer activation; actives 0.99% (n = 340,000); AID 493131; purified delta FosB, TAMRA-CDK5 oligo fluorescence polarization; percent of positive-control signal above neutral wells; activation, % at 25 µM; P13346;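 active means mean activation above about 17%, with every replicate also reaching it, limit read from the data, passing the limit was not always enough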;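 further: fluorescence polarization rise as delta FosB binds a TAMRA Cdk5 AP-1 oligo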
# Target sequence (P13346 whole entry, looked up): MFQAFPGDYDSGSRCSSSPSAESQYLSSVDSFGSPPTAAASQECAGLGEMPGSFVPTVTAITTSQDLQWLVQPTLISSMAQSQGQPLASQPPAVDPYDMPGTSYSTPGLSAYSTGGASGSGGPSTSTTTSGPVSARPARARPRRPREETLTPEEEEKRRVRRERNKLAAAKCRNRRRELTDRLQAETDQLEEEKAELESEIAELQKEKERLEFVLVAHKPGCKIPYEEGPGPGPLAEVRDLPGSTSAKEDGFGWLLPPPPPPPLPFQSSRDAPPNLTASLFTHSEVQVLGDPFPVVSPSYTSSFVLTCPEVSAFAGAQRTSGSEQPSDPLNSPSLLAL
# SR-BI uptake up = SR-BI HDL lipid transfer activation; AID 504775; actives 0.096% (n = 320,000); activation, % at 12.5 µM; CHO ldlA[mSR-BI] cells, DiI-HDL uptake fluorescence, 3 h; 100 = double the neutral-control signal;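 active means mean replicate activation of at least 60% and every replicate at or above 60%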;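 further: 0% = median plate neutral-control signal and 100% = twice that signal; values of inactives mirror those of a sister screen read the other way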
#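 System: LDL receptor-deficient CHO ldlA cells overexpressing murine SR-BI | Timing: 3 h uptake period with compound, 37 °C | Medium: HEPES-buffered (25 mM, pH 7.4) F12 plus 0.5% BSA | Dosing: Single-point compound dose | Signal: Bottom-read fluorescence, 550/595 nm | Read-out: Retained DiI signal reflecting DiI-HDL uptake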
# PfHsp90 yeast 2 = inhibits growth of yeast expressing Plasmodium falciparum Hsp90. S. cerevisiae expressing PfHsp90, BacTiter-Glo ATP, 48 h; yeast lacking PDR1 and PDR3 efflux regulators. inhibition, % at 9.4 µM. actives 0.32% (n = 310,000). AID 504621;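 active means every replicate shows inhibition above about 80%, whatever the replicate mean, limit read from the data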;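 further: 0% = DMSO neutral controls and 100% = 20 µM radicicol positive controls; yeast relying on Plasmodium falciparum Hsp90 in place of its own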
# Rtt109 Vps75 = C. albicans Rtt109 histone acetyltransferase inhibition | inhibition, % at 34.9 µM | actives 0.16% (n = 330,000) | AID 540336 | Q5AAJ8 | purified Rtt109/Vps75, ThioGlo CoA-SH fluorescence, 4 h;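 active means inhibition of at least 50% in every replicate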
# CAL PDZ FP-2 = human CAL PDZ-peptide interaction inhibition | Q9HD26 | purified CAL PDZ, TMR-peptide fluorescence polarization, 1 h | inhibition, % at 20 µM | actives 0.02% (n = 330,000) | AID 504414;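 active means highest replicate inhibition of at least 40%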;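 further: plate controls were DMSO neutral control wells for no effect and unlabeled competitor peptide control wells for full effect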
#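 Assay system – tagged CAL PDZ protein CerCALP, purified · Timing – 1 h at RT · Compound – single point, 20 µM · Measured by – fluorescence polarization from S- and P-plane intensities, G-factor corrected · Evaluation – inhibition from polarization loss · Probe or stimulus – TMR reporter peptide T*-PRC34 · Buffer or medium – pH 7.4 phosphate-saline buffer, reducing agent, detergent, IgG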
# NSD2 inh = blocks human histone methyltransferase NSD2. NSD2 peptide methylation, AlphaScreen, 120 min. inhibition, % at 12.5 µM. O96028. actives 0.54% (n = 310,000). AID 743445; in the data active means inhibition above about 50%
# Active calls of the source: *; . = not tested or not shown.
entry	smiles	PvdQ inh	CAL PDZ FP-1	MITF act	SR-BI DiI inh	dFosB act	SR-BI uptake up	PfHsp90 yeast 2	Rtt109 Vps75	CAL PDZ FP-2	NSD2 inh
1	CCOC(=O)c1ccc(CC2SC(N)=NC2=O)cc1 (configuration not stated)	-21	6	5	-9	-1	9	49	-2	-0.3	2
2	O=C1NC[C@H](Cc2ccccc2)N(CC2CCN(CCCCc3ccccc3)CC2)C1=O	-10	-3	5	-12	0	12	-9	11	-0.5	.
3	C/C(CC(=O)Nc1ccccc1C(F)(F)F)=N\NC(=O)c1cnccn1	-12	0	6	.	-6	.	-8	1	0.3	.
4	CCOCCCNCc1ccc(OCCC(C)C)c(OC)c1	-14	-1	-5	-9	-7	9	14	2	0.2	-2
5	Cc1noc(C)c1CSCC(=O)N(C)CC(=O)Nc1ccc(Cl)c(C(F)(F)F)c1	-7	-3	-8	7	-4	-7	3	-1	-2.8	-11
6	CCOC(=O)[C@H]1[C@H]2COc3cc(OC)ccc3[C@@H]2N2C(=O)CN(Cc3ccc(OC)cc3)C(=O)[C@@]12C	-20	0	-2	-15	1	15	12	8	0.0	.
7	Cc1c(C(=O)NCCS(=O)(=O)N2CCN(c3ccccc3F)CC2)cccc1[N+](=O)[O-]	-3	16	-11	-9	11	9	7	2	-1.9	-4
8	CCn1c(SCC(=O)N2CCCc3ccccc32)nnc1-c1cccs1	6	-2	-10	12	-11	-12	.	31	-1.3	-1
9	CCc1ccc(NC(=O)[C@@H](NC(=O)[C@@H]2Cc3ccccc3CN2)C(C)CC)cc1 (some centres not stated)	4	-3	6	7	14	-7	8	22	-1.8	-2
10	Cc1ccccc1NC(=S)Nc1ccc(Br)cc1	-17	1	-4	-2	-2	2	25	2	-1.1	-2
11	CCCCN1C(=O)C2Cc3c([nH]c4ccccc34)CN2C1=S (configuration not stated)	-7	-3	16	26	-13	-26	-22	-3	-6.6	.
12	Cc1nnc(SCC(=O)N2CC(=O)Nc3ccccc32)n1C	-11	-1	3	-12	-3	12	2	-6	-0.4	0
13	COc1ccc2nc(NC(=O)c3ccc(Br)s3)sc2c1	-10	-1	56	56	7	-56	0	-9	-2.1	.
14	COC(=O)[C@H](CCSC)NC(=O)Cn1cnc2c(OCc3ccccc3)ncnc21	-1	0	17	1	2	-1	24	1	-0.8	.
15	CN(c1ccccc1C(=O)N1CCN(c2ccccc2)CC1)S(C)(=O)=O	-10	1	-5	-18	1	18	-5	-6	.	4
16	CCSC1=NSC2=NC(=O)/C(=C\c3coc4ccccc4c3=O)C(=N)N12	-6	0	-15	23	-8	-23	10	7	-0.7	18
17	COc1ccc(Cn2c(=O)[nH]c3cc(C(=O)N4CCN(c5ccccn5)CC4)ccc3c2=O)cc1	-4	-10	-6	.	-2	.	-19	5	-2.0	0
18	CCOC(=O)c1cc2sccc2n1CC(=O)OC	-20	-3	4	6	1	-6	2	0	1.0	1
19	Cc1nc(NC(=O)c2cccnc2Cl)sc1C	-6	-1	45	-18	-6	18	0	-1	-0.6	-1
20	COC(=O)c1cc(OC)c(OC)cc1NC(=O)c1ccc(OC)cc1	4	-4	9	60	-1	-60	-7	-2	-0.8	-3
21	CC(C)CCN1CC(C(=O)N2CCN(c3ccc(F)cc3)CC2)CC1=O (configuration not stated)	-13	-2	-2	-7	-4	.	-1	-16	-0.4	7
22	CN1/C(=C\C(=O)c2cccc(S(=O)(=O)N3CCCCC3)c2)C(C)(C)c2ccccc21	-14	-4	-6	1	-7	-1	-12	-6	-0.8	-6
23	COc1ccc(CN(C(C)=O)c2cccc(C)c2C)cc1	1	1	-11	3	-5	-3	8	1	-1.1	-6
24	C=CC#CC[N+]1(CC#Cc2ccccc2)CCOCC1	8	0	-7	-13	-71	13	13	1	-1.1	.
25	Cc1onc(-c2ccccc2)c1NC(=O)N(CCC#N)Cc1ccccc1	7	-2	.	-9	-6	9	-20	2	-1.3	-4
26	O=C(NC1CC1)C1CC(=O)N(c2cccc(Cl)c2Cl)C1 (configuration not stated)	-9	5	10	-8	-4	8	-14	-3	-3.5	-4
27	O=[N+]([O-])c1ccccc1S(=O)(=O)Nc1ccn(Cc2c(F)cccc2Cl)n1	-9	7	13	0	0	0	-17	-2	-2.7	-1
28	CN(c1cccc(NC(=O)c2ccccc2N(C)S(=O)(=O)c2ccccc2)c1)S(C)(=O)=O	-9	-1	0	-25	-6	25	-18	-2	-0.7	-1
29	COc1ccc(C2C(C(=O)c3sc(C)nc3C)=C(O)C(=O)N2CCN(C)C)cc1OC (configuration not stated)	-7	-3	-12	-42	-3	42	5	2	0.4	-4
30	S=c1[nH]nc(-c2ccccn2)n1/N=C/c1ccc(Br)s1	-19	-8	-7	-11	-9	11	-23	-1	-8.4	-1
31	CCOc1ccc(OCCOC(=O)CN2C(=O)NC3(CCCC3)C2=O)cc1	4	4	-1	2	4	-2	16	0	-2.1	2
32	OC(CNCCN1CCNCC1)Cc1ccccc1 (configuration not stated)	5	-3	7	-19	-4	19	.	7	0.9	0
33	Oc1ccc(Cl)cc1CNCc1cccc2ccccc12	-9	-2	15	-5	-7	5	9	1	1.0	.
34	CN1C(=O)C(CC(=O)O)S/C1=N\N=C\c1ccc(O)cc1O (configuration not stated)	8	-2	18	-13	0	13	-12	-12	-0.9	1
35	COC(=O)c1cc(OC)c(OC)cc1NC(=O)c1cccc(C)c1	3	-2	5	81*	-2	-81	10	9	-2.7	0
36	C=CCn1cc(C(=O)N2CCN(C)CC2)c(=O)c2cc(S(=O)(=O)N3CCCC3)ccc21	-11	.	20	-13	-3	13	-21	0	0.2	.
37	Cc1ccc(CSCc2ccc(C(=O)NCCC(C)C)o2)cc1	-11	-3	1	-18	-12	18	3	-1	.	-2
38	CCCCC1=CC2=CC(=O)C(C)(OC(=O)CC)C(=O)C2=CN1c1ccc(OC)cc1 (configuration not stated)	-2	-3	-5	-13	-13	13	.	1	-0.6	.
39	Cc1nc2c(ncn2-c2ccccc2)c(=O)n1NC(=O)CN1CCN(C)CC1	-16	1	-1	-10	-6	10	11	-1	0.2	-2
40	CCOc1ccccc1N(CC(=O)NC1CCCC1)C(=O)CCCC(=O)Nc1ccccn1	1	-3	-15	4	-4	-4	5	5	-0.2	1
41	CC1CC(C)CN(S(=O)(=O)N2CCCC(C(=O)NC(C)c3ccccc3)C2)C1 (configuration not stated)	4	-4	10	18	-1	-18	-17	3	-0.8	.
42	Cc1nn(CC(=O)N(C)C)c(C)c1S(=O)(=O)N1CCOCC1	-11	-3	-5	-10	-3	10	4	0	0.0	10
43	CC(=O)N1c2ccc(S(=O)(=O)NCCc3ccc(S(N)(=O)=O)cc3)cc2CC1C (configuration not stated)	-6	0	2	-7	-12	7	2	-1	0.3	0
44	O=C(N/N=C/C=C/c1ccccc1[N+](=O)[O-])c1cc(-c2ccccc2)n[nH]1	-4	1	-10	32	8	-32	13	6	-3.6	-4
45	Cc1ccc(OC(=O)c2ccc(Br)o2)cc1	-7	3	2	-29	8	29	.	11	-1.7	-3
46	O=C(Nc1ccc(NC(=O)c2ccco2)cc1)c1ccco1	-9	1	53	15	-3	-15	3	4	-2.5	21
47	CCOc1ccc(/C(CCC(=O)O)=N/NC(=O)c2cccc(S(=O)(=O)Nc3ccccc3OC)c2)cc1	-19	8	14	14	-8	-14	-10	-1	-1.3	2
48	CCC[C@H]1CC(=O)C=C(c2ccc(OC)cc2)ON1C(=O)OC(C)(C)C	1	-3	-6	68	-4	-68	-11	10	-1.6	.
49	Cc1cccc(N2N=C(C(=O)O)CCC2=O)c1	6	-2	9	-7	4	7	-13	18	-1.7	1
50	O=C(NC(=S)NC1CCSC1=O)c1ccccc1Cl (configuration not stated)	-15	-3	0	0	0	0	0	-1	-1.1	4

# Reformatted as labelled records: entries from further up.
48) CCC[C@H]1CC(=O)C=C(c2ccc(OC)cc2)ON1C(=O)OC(C)(C)C
  PvdQ inh: 1 | CAL PDZ FP-1: -3 | MITF act: -6 | SR-BI DiI inh: 68 | dFosB act: -4 | SR-BI uptake up: -68 | PfHsp90 yeast 2: -11 | Rtt109 Vps75: 10 | CAL PDZ FP-2: -1.6 | NSD2 inh: .
33) Oc1ccc(Cl)cc1CNCc1cccc2ccccc12
  PvdQ inh: -9 | CAL PDZ FP-1: -2 | MITF act: 15 | SR-BI DiI inh: -5 | dFosB act: -7 | SR-BI uptake up: 5 | PfHsp90 yeast 2: 9 | Rtt109 Vps75: 1 | CAL PDZ FP-2: 1.0 | NSD2 inh: .

# The results go on.
entry	smiles	PvdQ inh	CAL PDZ FP-1	MITF act	SR-BI DiI inh	dFosB act	SR-BI uptake up	PfHsp90 yeast 2	Rtt109 Vps75	CAL PDZ FP-2	NSD2 inh
51	CCCCn1c(N)c(N(CC(C)C)C(=O)c2ccc(Br)o2)c(=O)[nH]c1=O	-7	-3	12	12	0	-12	-2	-1	0.2	-2
52	CC(C)c1ccc(C2C(C(=O)c3ccco3)=C(O)C(=O)N2CC2CCCO2)cc1 (configuration not stated)	-11	-4	9	.	-10	.	-6	8	-4.5	-1
53	CN1CCCCCC1C(=O)N1CCC(N2CCC(C(=O)N3CCOCC3)CC2)CC1 (configuration not stated)	-15	7	-2	.	1	.	-15	-5	-2.6	.
54	Cc1nnc(SCC(=O)NC(=O)NCCC(C)C)s1	5	5	-10	-9	2	9	6	16	-0.7	1
55	COC(=O)C(C(=O)Nc1nc2ccccc2s1)C1CCCC1 (configuration not stated)	4	0	-14	4	-4	-4	44	.	-2.2	-1
56	CN1C(=S)SC(C)(C)C1/[N+]([O-])=C/c1cccnc1 (configuration not stated)	-16	123*	4	-13	7	13	-33	-8	.	-2
57	CN(C)CCCN1C(=O)c2cccc3c([N+](=O)[O-])ccc(c23)C1=O	-2	-1	-53	-42	19*	42	-3	-15	-1.1	71*
58	CCOC(=O)C1Nc2c(cc(C(F)(F)F)cc2[N+](=O)[O-])C2c3ccccc3CC12 (configuration not stated)	3	-2	7	14	4	-14	-6	0	0.1	.
59	CCc1cccc2c1Sc1ccccc1CC2N1CCNCC1 (configuration not stated)	5	-5	-28	6	-5	-6	6	14	-2.0	12
60	CCN(CC)CCNC(=O)COc1ccc(Cl)cc1Cl	24	0	7	6	5	-6	5	6	-0.8	5
61	COc1ccc(NC(=O)C(=O)c2cn(CC(=O)N3CCCC3)c3ccccc23)cc1OC	3	-2	4	80*	-7	-80	1	17	-2.2	2
62	Cc1ccc(Cl)cc1NC(=O)CCC(=O)O	-24	.	8	0	1	0	18	-5	-1.9	-2

# A different layout for some results above.
52. CC(C)c1ccc(C2C(C(=O)c3ccco3)=C(O)C(=O)N2CC2CCCO2)cc1 (configuration not stated)
54. Cc1nnc(SCC(=O)NC(=O)NCCC(C)C)s1
compound no.,52,54
PvdQ inh,-11,5
CAL PDZ FP-1,-4,5
MITF act,9,-10
SR-BI DiI inh,.,-9
dFosB act,-10,2
SR-BI uptake up,.,9
PfHsp90 yeast 2,-6,6
Rtt109 Vps75,8,16
CAL PDZ FP-2,-4.5,-0.7
NSD2 inh,-1,1
